Screening results (PubChem)
Abeta yeast res: qHTS for compounds that reverse cellular toxicity of Amyloid beta (A-beta) peptide in yeast: Primary Screen; yeast expressing A-beta42, growth rescue, OD600, 48 h; response scale: 0% DMSO, 100% iron-clioquinol control; Potency, µM (series often up to 46.1 µM), for inactives: at the top dose growth rescue, usual class: activators; hit rate 0.063% among 410,000; AID 1347071, 2019; further: potency means the concentration at half of the fitted maximal effect; nearly all actives have a fitted effect of over 55% in size
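Growth rescue measured by 600 nm absorbance after 48 h yeast culture at 30 C with compound. Values normalized between DMSO and an equimolar ferric chloride plus clioquinol control.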
PI5P4Ka inh: qHTS for Inhibitors of phosphatidylinositol 5-phosphate 4-kinase (PI5P4K); Phosphatidylinositol 5-phosphate 4-kinase type-2 alpha (Homo sapiens), P48426; PI5P4Kalpha enzyme, ADP-Glo luminescence, 60 min; hits give low values; max response, %; hit rate 1.2% among 330,000; active means max response of -50% or lower; inconclusive means between -30% and -50%; inactive means -30% or higher; further: value at the top dose of about 77 µM; on the % scale 0 is the no-effect control and ±100 the full control effect
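ADP-Glo luminescence end-point read after a 60 min room-temperature kinase reaction of PI5P4Kalpha plus substrate, initiated with ATP at 5 microM final. Buffer: 0.038 M HEPES pH 7.4, EGTA, 0.1% CHAPS, 5% DMSO.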
EPAC1 antagonist: qHTS for Antagonist of cAMP-regulated guanine nucleotide exchange factor 3 (EPAC1): primary screen. hit rate 0.14% among 360,000. EPAC1 GEF assay, Rap1b-BODIPY-GDP exchange fluorescence. Potency, µM (highest dose often 115 µM), for inactives: at the highest dose activity change, negative = inhibition, most hits filed as inhibitors;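 further: potency means the concentration at half of the fitted maximal effect; plate controls were vehicle for no effect and positive control for full effect; nearly all actives have a fitted effect of over 50% in size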
Target sequence (O95398 whole entry, looked up): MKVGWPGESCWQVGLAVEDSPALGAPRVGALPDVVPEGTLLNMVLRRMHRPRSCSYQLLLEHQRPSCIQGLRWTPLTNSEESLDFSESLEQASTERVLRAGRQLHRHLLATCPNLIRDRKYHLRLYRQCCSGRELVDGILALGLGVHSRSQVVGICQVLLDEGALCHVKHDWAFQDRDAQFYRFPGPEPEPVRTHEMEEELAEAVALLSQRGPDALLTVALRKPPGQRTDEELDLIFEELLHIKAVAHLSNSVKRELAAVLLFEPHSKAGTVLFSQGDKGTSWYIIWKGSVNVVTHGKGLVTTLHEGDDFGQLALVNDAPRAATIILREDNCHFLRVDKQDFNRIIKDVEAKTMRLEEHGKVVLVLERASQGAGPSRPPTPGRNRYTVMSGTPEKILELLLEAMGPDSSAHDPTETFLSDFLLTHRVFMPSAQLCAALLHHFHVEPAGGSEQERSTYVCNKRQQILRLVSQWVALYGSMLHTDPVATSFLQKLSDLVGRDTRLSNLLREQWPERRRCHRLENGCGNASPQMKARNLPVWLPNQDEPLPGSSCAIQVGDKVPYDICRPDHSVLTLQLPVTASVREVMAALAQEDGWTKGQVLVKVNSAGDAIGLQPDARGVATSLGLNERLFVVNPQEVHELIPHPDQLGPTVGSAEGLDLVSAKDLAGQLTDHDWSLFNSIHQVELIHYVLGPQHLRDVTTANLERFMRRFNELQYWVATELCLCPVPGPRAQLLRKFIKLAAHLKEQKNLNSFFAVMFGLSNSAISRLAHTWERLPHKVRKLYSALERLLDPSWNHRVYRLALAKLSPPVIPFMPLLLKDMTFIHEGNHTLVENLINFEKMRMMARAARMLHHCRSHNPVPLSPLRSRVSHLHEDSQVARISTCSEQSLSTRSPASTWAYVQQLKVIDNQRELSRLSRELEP
FUS yeast rescue: qHTS for Suppressors of FUS Proteinopathy: Primary screen using FUS-linked yeast assay | S. cerevisiae FUS-expressing, growth rescue, OD600, 24 h | Potency, µM (top dose mostly 76.6 µM), inactives show at the highest dose growth rescue (activation), hits mostly activators | hit rate 0.24% among 390,000;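 further: potency means the concentration at half of the fitted maximal effect; plate controls were DMSO vehicle for no effect and reference control for full effect; nearly all actives have a fitted effect of over 55% in size; some results filed as inactive show a strong effect at the top dose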
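Cultures pregrown in 2.5% raffinose medium are shifted to minimal medium containing 2% galactose to express toxic FUS. Compounds are tested at several concentrations. After 24hr at 30C, growth is quantified at 600 nm absorbance.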
WRN inhibitor: qHTS for Inhibitors of WRN Helicase; Bifunctional 3'-5' exonuclease/ATP-dependent helicase WRN (Homo sapiens), Q14191; WRN helicase unwinding, fluorescent forked duplex, kinetic; Potency, µM (series often up to 114 µM), for inactives: at the top dose activity change, negative = inhibition, usual class: inhibitors; hit rate 0.46% among 360,000; AID 651768, 2012; further: potency means the concentration at half of the fitted maximal effect; on the % scale 0 is the no-effect control and ±100 the full control effect; nearly all actives have a fitted effect of over 55% in size
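Fluorescence dequenching readout, ex 525 nm/em 598 nm, kinetic mode: forked duplex DNA (100 nM final) with adjacent fluorophore and quencher unwound by WRN (20 nM final) with 2 mM ATP. Compound preincubation 15 min, room temperature.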
IL2 activator: qHTS of IL-2 Activators. hit rate 0.065% among 360,000. IL-2 activation reporter assay, cell-based qHTS; stimulated with anti-CD3/CD4/CD28 beads; in transgenic mouse T cells. activation, % (series mostly up to about 46 µM); in the data active means activation above about 50%; inconclusive means mostly about 30% to 49%; further: 0% is about no effect
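Quantitative HTS in unstimulated transgenic mouse T cells, with memory T cells as non-tolerant control and PMA/ionomycin as tolerance-bypass control. Compound pretreatment lasted 60 minutes before 18 h bead stimulation; EGFP/DsRed fluorescence read.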
EPAC1 ag: qHTS for Agonist of cAMP-regulated guanine nucleotide exchange factor 3 (EPAC1): primary screen; hit rate 0.073% among 360,000; EPAC1 agonist qHTS, biochemical assay; response scale: 100% = response to 6.5 mM cAMP; Rap guanine nucleotide exchange factor 3 (Homo sapiens), O95398; Potency, µM (doses to about 154 µM), without a hit: at the highest dose activation, most hits filed as activators; further: potency means the concentration at half of the fitted maximal effect; nearly all actives have a fitted effect of over 60% in size
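Normalized to 6.5 mM cAMP, activity reflects EPAC1-catalysed release of BODIPY-GDP from Rap1B, followed kinetically over 30 min at 480 nm excitation, 540 nm emission. Reaction contained 100 nM EPAC1, 250 nM Rap1B-BODIPY-GDP, 50 uM GDP.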
PLK1 PBD inh: qHTS for Inhibitors of PLK1-PDB (polo-like kinase 1 - polo-box domain): Primary Screen | Serine/threonine-protein kinase PLK1 (Homo sapiens), P53350 | Plk1 PBD binding of FITC phosphopeptide, fluorescence polarization | Potency, µM, for inactives: max response, negative = inhibition, most hits filed as inhibitors | hit rate 2.8% among 360,000 | AID 720504, 2013; further: potency means the concentration at half of the fitted maximal effect; series mostly up to about 57 µM; on the % scale 0 is the no-effect control and ±100 the full control effect; nearly all actives have a fitted effect of over 65% in size
* hit, by the source's call; [ ] = dose if it differs, or a comment. Unless noted, the call rests on the fitted dose curve; in most records, active means well fitted curve in the direction sought with a large enough effect; inconclusive means small, poorly fitted or top-dose-only effect, or another doubt; inactive means no such curve, though single readings can be large; an effect the other way counts as inactive or inconclusive.

A first look, two compounds:
How did COC(=O)c1ccccc1OCCCCN1CC(C)OC(C)C1 (stereo unspecified) do in these assays?
Abeta yeast res: 9%; PI5P4Ka inh: 0; EPAC1 antagonist: 2%; FUS yeast rescue: -4%; WRN inhibitor: inconclusive; IL2 activator: -0.4; EPAC1 ag: -3%; PLK1 PBD inh: -2%

How did COc1cc(CO)ccc1Oc1nnnn1-c1ccc(C(N)=O)cc1 do in these assays?
Abeta yeast res: 5%; EPAC1 antagonist: 7%; FUS yeast rescue: 10%; WRN inhibitor: 5%; IL2 activator: -1.0; EPAC1 ag: -1%; PLK1 PBD inh: -1%

Main list, from the first entry:
How did COC(=O)c1ccccc1OCCCCN1CC(C)OC(C)C1 (stereo unspecified) do in these assays?
Abeta yeast res: 9%; PI5P4Ka inh: 0; EPAC1 antagonist: 2%; FUS yeast rescue: -4%; WRN inhibitor: inconclusive; IL2 activator: -0.4; EPAC1 ag: -3%; PLK1 PBD inh: -2%

How did COc1cc(CO)ccc1Oc1nnnn1-c1ccc(C(N)=O)cc1 do in these assays?
Abeta yeast res: 5%; EPAC1 antagonist: 7%; FUS yeast rescue: 10%; WRN inhibitor: 5%; IL2 activator: -1.0; EPAC1 ag: -1%; PLK1 PBD inh: -1%

Results for Cn1c(CNC(=O)c2ccccc2F)nnc1SCC(=O)NCc1ccccc1 ?
Abeta yeast res: -5%; PI5P4Ka inh: -10; EPAC1 antagonist: -28%; FUS yeast rescue: -2%; WRN inhibitor: -7%; IL2 activator: -0.7; EPAC1 ag: -3%; PLK1 PBD inh: inconclusive

What do the screens show for `O=C(CNC(=O)c1cccs1)N/N=C/c1c(F)cccc1Cl`?
Abeta yeast res: -6%; PI5P4Ka inh: 0; EPAC1 antagonist: -12%; WRN inhibitor: -8%; IL2 activator: -0.3; EPAC1 ag: 4%; PLK1 PBD inh: 1%

What do the screens show for `Cc1ccc(S(=O)(=O)CCC(=O)NCCC2=CCCCC2)cc1`?
Abeta yeast res: 3%; PI5P4Ka inh: -3; EPAC1 antagonist: -13%; FUS yeast rescue: -4%; WRN inhibitor: 4%; IL2 activator: -0.3; EPAC1 ag: 8%; PLK1 PBD inh: 0%

What do the screens show for `COc1ccc(/C=C/C(=O)NC(C)(C)C)cc1S(=O)(=O)N1CCOCC1`?
Abeta yeast res: -10%; PI5P4Ka inh: 1; EPAC1 antagonist: 16%; WRN inhibitor: 10%; IL2 activator: -3.2; EPAC1 ag: -6%; PLK1 PBD inh: -6%

Results for O=C(NC1CCCC1)C(c1cccnc1)N(C(=O)c1ccco1)c1cccc(F)c1 (stereo unspecified) ?
Abeta yeast res: -2%; PI5P4Ka inh: 1; EPAC1 antagonist: 9%; FUS yeast rescue: -3%; WRN inhibitor: 12%; IL2 activator: 0.0; EPAC1 ag: -5%; PLK1 PBD inh: 0%

How did CCOCCCNS(=O)(=O)c1ccc2c(c1)CCN2C(=O)CC do in these assays?
Abeta yeast res: 6%; PI5P4Ka inh: 6; EPAC1 antagonist: -8%; FUS yeast rescue: 16%; WRN inhibitor: 8%; IL2 activator: -1.2; EPAC1 ag: -4%; PLK1 PBD inh: -2%

Results for COC(=O)Cn1c(CN2CCc3ccccc3C2)nc2c1c(=O)n(C)c(=O)n2C ?
Abeta yeast res: -12%; PI5P4Ka inh: -1; EPAC1 antagonist: inconclusive; FUS yeast rescue: 3%; WRN inhibitor: 14%; IL2 activator: -2.8; EPAC1 ag: -11%; PLK1 PBD inh: -6%

What do the screens show for `COC(=O)C[C@H]1c2cc(F)ccc2S(=O)(=O)N1c1ccc(N(C)C)cc1`?
Abeta yeast res: 8%; PI5P4Ka inh: -4; EPAC1 antagonist: -8%; FUS yeast rescue: 14%; WRN inhibitor: 1%; IL2 activator: 0.5; EPAC1 ag: 4%; PLK1 PBD inh: -3%

Results for CC(=O)n1c(=O)c2ccccc2c(=O)n1-c1ccccc1 ?
Abeta yeast res: -30%; PI5P4Ka inh: inconclusive; EPAC1 antagonist: -5%; FUS yeast rescue: -8%; WRN inhibitor: inconclusive; IL2 activator: -2.0; EPAC1 ag: -1%; PLK1 PBD inh: 13µM*

How did CC1(C)CC(=O)C=C(Nc2ccccc2)C1 do in these assays?
Abeta yeast res: -12%; PI5P4Ka inh: 1; EPAC1 antagonist: -15%; FUS yeast rescue: -16%; WRN inhibitor: 6%; IL2 activator: 1.5; EPAC1 ag: -2%; PLK1 PBD inh: 2%

How did O=C(Nc1cccc([N+](=O)[O-])c1)c1cccc(C(=O)Nc2cccc([N+](=O)[O-])c2)c1 do in these assays?
Abeta yeast res: 3%; PI5P4Ka inh: 2; EPAC1 antagonist: -2%; FUS yeast rescue: -25%; WRN inhibitor: 3%; IL2 activator: -0.7; EPAC1 ag: 1%; PLK1 PBD inh: -7%

How did C/C=C\C=C/C(=O)Nc1cccc(C2=NOC3(C2)C[C@@H](C(N)=O)N(C(=O)[C@H]2CCC(=O)N2)C3)c1 (stereo partly specified) do in these assays?
Abeta yeast res: 1%; PI5P4Ka inh: -14; EPAC1 antagonist: -21%; FUS yeast rescue: 37%; WRN inhibitor: 3%; IL2 activator: 0.8; EPAC1 ag: 2%; PLK1 PBD inh: -22%

Results for Cc1c(C)c2c(OCC(=O)NCc3ccco3)cc3c(c2oc1=O)CCC(C)(C)O3 ?
Abeta yeast res: -8%; PI5P4Ka inh: 4; EPAC1 antagonist: 6%; FUS yeast rescue: -22%; WRN inhibitor: -4%; IL2 activator: 0.0; EPAC1 ag: -32%[inhibitor]; PLK1 PBD inh: 3%

How did COc1ccc(C2CC(c3cccs3)=NN2C(=O)CSC2=NCCS2)cc1 (stereo unspecified) do in these assays?
Abeta yeast res: 18%; PI5P4Ka inh: 0; EPAC1 antagonist: 10%; FUS yeast rescue: 35µM*; WRN inhibitor: -4%; IL2 activator: -5.2; EPAC1 ag: 7%; PLK1 PBD inh: 10%

How did Nc1ccc(S(=O)(=O)NC2=NCCCCC2)cc1 do in these assays?
Abeta yeast res: -3%; PI5P4Ka inh: -9; EPAC1 antagonist: 6%; FUS yeast rescue: 9%; WRN inhibitor: -3%; IL2 activator: -0.4; EPAC1 ag: 3%; PLK1 PBD inh: -8%

What do the screens show for `CC(C)(C)C(=O)OCc1nc(-c2ccc(O)c(O)c2)cs1`?
Abeta yeast res: -27%; PI5P4Ka inh: 0; EPAC1 antagonist: -25%; FUS yeast rescue: 24%; WRN inhibitor: -34%; IL2 activator: -2.9; EPAC1 ag: -9%; PLK1 PBD inh: inconclusive

How did O/N=C(\c1ccc(Cl)cc1)c1cc2ccccc2o1 do in these assays?
Abeta yeast res: -47%[inhibitor]; EPAC1 antagonist: -7%; FUS yeast rescue: -14%; WRN inhibitor: -7%; IL2 activator: -1.6; EPAC1 ag: inconclusive; PLK1 PBD inh: -3%

What do the screens show for `COc1ccc(NC(=O)NNS(=O)(=O)c2ccc(Br)cc2)cc1`?
Abeta yeast res: 10%; PI5P4Ka inh: 0; EPAC1 antagonist: 0%; FUS yeast rescue: -5%; WRN inhibitor: -24%; IL2 activator: 0.8; EPAC1 ag: -23%; PLK1 PBD inh: -15%

How did Cc1cc(C(=O)Nc2ccc(Cl)cc2)n(-c2ccccc2)n1 do in these assays?
Abeta yeast res: 16%; PI5P4Ka inh: -5; EPAC1 antagonist: -15%; FUS yeast rescue: 10%; WRN inhibitor: -3%; IL2 activator: 2.9; EPAC1 ag: 17%; PLK1 PBD inh: -1%

What do the screens show for `COCCN1C(=O)/C(=C/c2ccc(OCc3ccc(C(=O)O)cc3)c(OC)c2)SC1=Nc1ccccc1`?
Abeta yeast res: 10%; PI5P4Ka inh: -2; EPAC1 antagonist: -13%; WRN inhibitor: inconclusive; IL2 activator: -0.2; EPAC1 ag: 7%; PLK1 PBD inh: inconclusive

What do the screens show for `CCOC(=O)N1CCN(C(=O)c2ccccc2NC(=O)c2ccc(F)cc2)CC1`?
Abeta yeast res: -2%; PI5P4Ka inh: -2; EPAC1 antagonist: -6%; FUS yeast rescue: -18%; WRN inhibitor: -4%; IL2 activator: -5.0; EPAC1 ag: 2%; PLK1 PBD inh: -14%

Results for COc1ccc(-n2nnnc2SCC(=O)Nc2cc(OC)c([N+](=O)[O-])cc2C)cc1 ?
Abeta yeast res: 5%; PI5P4Ka inh: 0; EPAC1 antagonist: 1%; FUS yeast rescue: -29%; WRN inhibitor: 4%; IL2 activator: -0.4; EPAC1 ag: -11%; PLK1 PBD inh: -6%

What do the screens show for `CCNC(=S)N1CCNC(=O)C1CC(=O)OC` (stereo unspecified)?
Abeta yeast res: -6%; PI5P4Ka inh: 3; EPAC1 antagonist: 4%; FUS yeast rescue: 4%; WRN inhibitor: -11%; IL2 activator: -0.5; EPAC1 ag: -5%; PLK1 PBD inh: -2%

Results for O=C(NC1CCCCC1)c1cc(-c2cccs2)on1 ?
Abeta yeast res: -5%; PI5P4Ka inh: 2; EPAC1 antagonist: 7%; FUS yeast rescue: -12%; WRN inhibitor: -24%; IL2 activator: -1.4; EPAC1 ag: 2%; PLK1 PBD inh: -6%

How did CCCCCCn1c(=O)n2n(c1=O)C[C@]1(OC(=O)Nc3cccs3)CN(S(=O)(=O)c3ccc(C)cc3)C[C@]1(O)C2 do in these assays?
Abeta yeast res: -9%; PI5P4Ka inh: 4; EPAC1 antagonist: -19%; FUS yeast rescue: 13%; WRN inhibitor: 0%; IL2 activator: -5.1; EPAC1 ag: -13%; PLK1 PBD inh: -4%

Results for CCCOc1cccc(C2C(C(=O)c3ccc(C)o3)=C(O)C(=O)N2c2nc(C)c(C(C)=O)s2)c1 (stereo unspecified) ?
Abeta yeast res: 7%; PI5P4Ka inh: -20; EPAC1 antagonist: -5%; FUS yeast rescue: 32%; WRN inhibitor: -3%; IL2 activator: -0.6; EPAC1 ag: -3%; PLK1 PBD inh: inconclusive

What do the screens show for `C[C@H](CO)NC(=O)c1nc[nH]c1C(=O)N[C@H](C)c1ccccc1`?
Abeta yeast res: -5%; PI5P4Ka inh: -8; EPAC1 antagonist: 5%; FUS yeast rescue: -6%; WRN inhibitor: 7%; IL2 activator: -1.1; EPAC1 ag: -26%; PLK1 PBD inh: 2%
